V1aR counter: activates human V1a receptor in oxytocin agonist counter-screen; P37288; CHO-V1R cells, Fluo-8 calcium fluorescence, agonist mode; 0% DMSO, 100% 3 nM vasopressin; activation, % at 3 µM; hit rate 0.25% among 320,000;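 active means activation above the mean activation of all tested compounds plus 3 SD, per screening run, cut at about 20% in these data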;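 further: signal is peak over basal fluorescence ratio across a 100 second FLIPR read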
TAAR1 antagonist: human TAAR1 antagonism; CHO RD-HGA16 TAAR1, Fluo-8 calcium fluorescence, antagonist; inhibition, % at 3 µM; hit rate 1.5% among 360,000; AID 624466;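 active means inhibition above a per-plate cutoff, the mean inhibition of test compounds on that plate plus 3 SD, cut at about 49% in these data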;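 further: 0% = DMSO plus EC80 beta-PEA response and 100% = DMSO alone without agonist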
Target sequence (Q96RJ0 whole entry, looked up): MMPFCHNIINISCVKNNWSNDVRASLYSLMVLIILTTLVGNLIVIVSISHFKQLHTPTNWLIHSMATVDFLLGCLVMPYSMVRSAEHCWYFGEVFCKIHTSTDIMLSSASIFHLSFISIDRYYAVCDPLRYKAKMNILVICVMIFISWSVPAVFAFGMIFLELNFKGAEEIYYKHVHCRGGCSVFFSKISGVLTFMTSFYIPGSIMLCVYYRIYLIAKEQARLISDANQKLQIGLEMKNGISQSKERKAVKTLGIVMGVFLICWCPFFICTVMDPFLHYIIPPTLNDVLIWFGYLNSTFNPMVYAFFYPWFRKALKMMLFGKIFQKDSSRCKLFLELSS
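Assay system: RD-HGA16 CHO cells with stable hTAAR1 and Gα16 / Reagent: EC80 β-phenethylamine stimulus / Doses: 3 µM, single point / Timing: dye loading 75 min at 37 °C, then 30 min room temperature / Measured by: Fluo-8 intracellular calcium dye fluorescence, real-time kinetic reads / Controls: vehicle wells and EC80 agonist wells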
TAAR1 agonist: human TAAR1 agonism | activation, % at 3 µM | Q96RJ0 | AID 624467 | CHO RD-HGA16 TAAR1, Fluo-8 calcium fluorescence; vehicle wells 0%, saturating PEA agonist 100% | hit rate 0.99% among 360,000;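 active means activation above the mean activation of all test compounds in the run plus 3 SD, cut at about 38% in these data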
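Assay system – CHO-derived RD-HGA16 cells with stable Gα16 and human TAAR1 · Compound dosing – one-point dosing at 3 µM (nominal) · Incubation – 17-24 h seeding, 75 min 37 °C dye, 30 min RT · Measured by – kinetic Fluo-8 calcium fluorescence · Control set – DMSO vehicle as 0%, PEA at EC100 as 100% · Repeats – single well for each compound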
CHO parental Ca: signal in parental CHO cells, OX1R antagonist counter-screen; parental CHO-K1, ATP-induced calcium, Fluo-8 fluorescence; inhibition, % at 5.6 µM; hit rate 0.63% among 330,000; AID 463079;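 active means inhibition above that plate's mean sample inhibition plus 3 SD, cut at about 26% in these data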;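 further: 0% = ATP-challenged DMSO wells and 100% = DMSO wells without ATP; some compounds past the cut are filed as inactive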
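Assay system – parental CHO cells · Reagent – ATP stimulus · Detection – intracellular calcium via Fluo-8 no-wash fluorescent dye · Evaluation – percent inhibition of ATP-evoked calcium rise, normalized to controls · Controls – ATP wells versus no-ATP DMSO wells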
OXTR potentiator: potentiates the human oxytocin receptor response; P30559; activation, % at 3 µM; CHO-OTR cells, Fluo-8 calcium fluorescence, potentiator mode; 0% = oxytocin EC15, 100% = EC100; hit rate 0.061% among 320,000; AID 2445;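 active means activation above that plate's cutoff, the mean activation of tested compounds plus 3 SD, cut at about 6.6% in these data, passing the limit was not always enough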;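 further: 100% uses oxytocin at 75 nM as the full agonist control; some results filed as inactive read as strong as hits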
Target sequence (P30559 whole entry, looked up): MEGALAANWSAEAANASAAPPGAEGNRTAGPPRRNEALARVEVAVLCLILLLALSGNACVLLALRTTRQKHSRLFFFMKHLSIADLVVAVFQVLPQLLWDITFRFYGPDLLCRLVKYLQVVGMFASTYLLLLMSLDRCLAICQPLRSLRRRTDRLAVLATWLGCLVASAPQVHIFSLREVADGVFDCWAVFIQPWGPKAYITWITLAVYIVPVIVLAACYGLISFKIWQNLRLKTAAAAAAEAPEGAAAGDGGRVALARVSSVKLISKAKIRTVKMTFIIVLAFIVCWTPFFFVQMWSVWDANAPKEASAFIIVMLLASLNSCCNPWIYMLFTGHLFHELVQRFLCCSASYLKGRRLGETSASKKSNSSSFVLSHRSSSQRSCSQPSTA
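Assay system: CHO-OTR cells, human receptor / Also added: oxytocin at about EC15, sub-maximal agonist stimulus / Dosing: single dose, 3.0 µM nominal final compound concentration / Incubation: 6 min pre-incubation, 100 s read / Technique: Fluo-8 calcium dye fluorescence / Read-out: % activation vs EC15 and EC100 oxytocin / Benchmarks: EC15 oxytocin low, 75 nM oxytocin high / Replicates: singlicate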
M1 PAM parental: M1 PAM counterscreen hit in parental CHO-K1 cells. activation, % at 3 µM. ATP EC20, Fluo-8 calcium fluorescence; 0% at ATP EC20, 100% at ATP max. hit rate 0.02% among 360,000;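 active means activation above the run cutoff, the mean activation of all test compounds plus 3 SD, cut at about 40% in these data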;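 further: peak over basal fluorescence ratio in a 140 s read after ATP addition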
CHO-K1 Ca antag: nonselective inhibitor or artifact in parental CHO-K1 cells | AID 602250 | ATP-induced calcium, Fluo-8 fluorescence | hit rate 0.6% among 360,000 | inhibition, % at 3 µM;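 active means inhibition above a per-plate cutoff, the plate's mean sample inhibition plus 3 SD, cut at about 24% in these data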;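 further: 0% = DMSO plus EC80 ATP and 100% = DMSO alone without ATP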
M1 ag parental: counter-screen for M1 agonists: effect in parental CHO-K1 cells | hit rate 0.48% among 360,000 | AID 602248 | activation, % at 3 µM | Fluo-8 calcium fluorescence; scaled to maximal ATP response, vehicle zero; in the data active means activation above about 15%;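 further: untransfected CHO-K1 host cells lacking M1 receptor as counterscreen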
CHRM1 agonist: human M1 muscarinic receptor agonism. P11229. CHO-K1 hM1, Fluo-8 calcium fluorescence, agonist mode; 0% DMSO, 100% acetylcholine EC100. activation, % at 3 µM. hit rate 0.33% among 360,000. AID 588814;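 active means activation above the run's mean compound activation plus 3 SD, cut at about 16% in these data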;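 further: peak over basal fluorescence ratio within a 140 s kinetic read after compound addition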
An asterisk follows results filed as active; . = not tested or not shown.

nr	SMILES	V1aR counter	TAAR1 antagonist	TAAR1 agonist	CHO parental Ca	OXTR potentiator	M1 PAM parental	CHO-K1 Ca antag	M1 ag parental	CHRM1 agonist
1	CCn1ccc(C(=O)Nc2ccc(N(C)C(C)=O)cc2)n1	1.0	-7	6	1	-9	14	-8	-0.2	-3
2	COc1cccc(CN2CC(C(=O)N(C)CC3CCOCC3)CCC2=O)c1 (stereo unspecified)	-0.3	-19	1	-2	-11	20	-6	-0.1	-2
3	CC(Oc1ccccc1)C(=O)N(CCC1=CCCCC1)c1c(N)n(Cc2ccccc2)c(=O)[nH]c1=O (stereo unspecified)	0.4	-5	1	-27	-7	11	10	0.0	-1
4	O=C(Nc1ccc(F)cc1)C(=O)c1cn(CC(=O)N2CCOCC2)c2ccccc12	2.2	-12	9	-25	-8	24	-17	3.0	0
5	COc1ccc(NC(=O)C(=O)c2cn(CC(=O)N3CCCC3)c3ccccc23)cc1OC	-0.8	22	11	-14	-7	2	-9	5.7	-2
6	Cc1cc(N2CCN(c3ccc(F)cc3)CC2)nc(-c2ccccc2)n1	-0.1	-6	1	-41	-12	8	-16	0.4	-5
7	CCOc1ccccc1C(=O)Nc1cc(OC)ccc1OC	-1.0	16	2	-2	-2	21	-4	0.0	-9
8	O=c1ccccn1Cc1ccccc1F	0.7	9	3	-7	-8	14	-11	0.2	-3
9	COc1ccc(OC)c(NC(=O)C2(C)CCN2C(=O)CCC2CCCC2)c1 (stereo unspecified)	.	-15	5	.	.	16	-15	1.4	0
10	CCOC(=O)CSc1nnc(CSc2nc3ccccc3c(=O)[nH]2)n1-c1ccccc1	-0.7	-5	5	-27	-4	-1	3	-1.1	-4

Single values from above:
no. 1 @ CHO parental Ca = 1
no. 6 @ M1 PAM parental = 8

The listing continues:
nr	SMILES	V1aR counter	TAAR1 antagonist	TAAR1 agonist	CHO parental Ca	OXTR potentiator	M1 PAM parental	CHO-K1 Ca antag	M1 ag parental	CHRM1 agonist
11	Cc1cccc(NC(=S)N(CCCN(C)C)Cc2cc3cc4c(cc3[nH]c2=O)OCO4)c1	0.6	3	6	-11	-3	-2	-7	-0.2	-14
12	CCN1C(=O)N[C@H](c2ccccc2)C(C(C)=O)=C1C	0.4	-5	3	-14	-1	15	-8	0.7	-3
13	Cc1cccc(C(=O)NNC(=O)C2CC2)c1	-0.3	-13	5	-1	1	18	0	0.1	-1
14	Cc1cc(C)cc(Nc2cnn(C34CC5CC(CC(CC(=O)O)(C5)C3)C4)c(=O)c2Cl)c1	0.5	11	3	3	-4	-3	2	-0.2	-8
15	CC(C)c1cc(C(=O)NC2CCCCCC2)c2ccccc2n1	.	-27	0	.	.	-9	-9	0.7	2
16	Cc1ccccc1OCC(=O)OCC(=O)NC1CC1	0.9	-14	12	7	-1	11	-17	0.7	-1
17	O=C1Nc2cc(C(=O)NCC3CCCO3)ccc2S/C1=C/c1ccccc1F (stereo unspecified)	2.7	0	5	-12	-9	1	-14	5.0	6
18	CCOc1ccc(S(=O)(=O)N(CC(=O)N2CCC(C(N)=O)CC2)c2ccc(F)cc2)cc1	-1.3	-12	2	-13	-11	-21	-3	-0.3	-1
19	COc1cc2c(cc1OC)[C@H](C)N(C(=O)COc1ccccc1)CC2	1.0	20	8	-17	-12	0	-7	3.6	-4
20	Cc1ccc(C)c(S(=O)(=O)N2CCN(C(=O)c3cnccn3)CC2)c1	0.4	-7	6	-8	-1	11	-22	1.0	-2
21	COC(=O)c1cc(S(=O)(=O)Nc2cccc(OC)c2)cn1C	4.1	2	2	-2	-7	4	-4	2.1	2
22	CCNC(=O)N1C(CC(=O)OCC)C(=O)NC2CCCCC21 (stereo unspecified)	-0.5	-14	-1	-9	-8	4	-1	0.1	-1
23	COc1ccccc1N(C(C)=O)C1SC(=O)N(c2ccccc2)C1=O (stereo unspecified)	-0.2	-1	2	-11	-9	7	-6	0.3	-1
24	Cc1ccccc1NC(=O)Cc1nc(COC(=O)CNS(=O)(=O)c2cccc(Br)c2)cs1	9.7	7	2	-5	-10	20	-11	3.5	-1
25	COc1ccc(-n2c(=S)[nH]c3cc(C(=O)NCc4ccc(F)cc4)ccc3c2=O)c(OC)c1	2.4	28	7	-7	-8	-9	-8	3.8	0
26	CC(=O)c1ccc(OCc2cc(C(=O)N3CCN4CCCC4C3)no2)cc1 (stereo unspecified)	2.3	-10	2	-17	-1	7	1	0.6	-4
27	Nc1c(C(=O)CSc2n[nH]c(-c3ccccc3Br)n2)c(=O)[nH]c(=O)n1C1CC1	0.0	-6	6	-9	2	7	-6	0.7	-4
28	CCOC(=O)/C(C#N)=C/Nc1ccsc1C(C)=O	0.0	-24	16	-14	1	12	-7	0.4	-4
29	CN(Cc1nc2ccccc2n1C)S(=O)(=O)c1ccc(F)cc1	-0.3	4	4	-20	-16	13	-9	0.3	-5
30	CCc1[nH]nc2c1C(c1ccc(C)o1)C(C#N)=C(N)O2 (stereo unspecified)	0.3	-23	0	-3	-4	-14	3	0.4	-5
31	COc1ccc(C(=O)CSc2nnc(CC(=O)Nc3ccccc3OC)n2C)cc1	-0.6	-17	1	-8	-17	1	-10	0.7	-1
32	COc1ccccc1N1CCN(C(=O)c2cccc(N3C(=O)NC4CC3(C)Oc3ccccc34)c2)CC1 (stereo unspecified)	0.6	24	12	-19	-5	6	6	2.0	-3
33	O=C(Cn1nc(Cc2cccnc2)c2ccccc2c1=O)Nc1cccnc1Cl	-0.2	2	0	-1	-3	3	4	0.1	-3
34	COc1ccc(OC)c(C2NC(=S)NC(C)=C2C(=O)Nc2ccccn2)c1 (stereo unspecified)	-0.4	-1	3	-4	-10	15	-6	0.3	-6
35	O=C(CSc1ncccn1)N/N=C/c1cccc(OC2CSC2)c1	0.9	-19	16	-19	-6	3	-7	5.0	-3
36	O=c1nc(-c2ccccc2)cc(-c2ccccc2)[nH]1	1.8	5	0	-9	1	-1	-12	0.2	-3
37	COc1cccc(NC(=O)CN(C)C(=O)CCSc2ccc(C)cc2)c1	1.9	1	9	-13	-11	17	-18	1.0	-2
38	COc1cccc(/C=C2\SC(=O)N(CC(=O)NC3C=CS(=O)(=O)C3)C2=O)c1 (stereo unspecified)	-0.1	-3	5	-13	-6	-7	-3	0.7	-5
39	Cc1ccnc(NS(=O)(=O)c2cc([N+](=O)[O-])ccc2C)c1	0.4	-5	1	0	-4	-10	10	-0.1	-6
40	Cc1ccccc1N/N=C/c1c(C)nc2ccccn12	1.1	-5	8	-24	3	1	-2	2.8	-4
41	COc1ccc(C(=O)N2CCN(C3CCCCC3)CC2)cc1OC	0.7	-11	0	-7	-4	11	0	0.1	-6
42	CCCn1c(=O)c2[nH]cnc2n(-c2ccccc2C)c1=O	0.7	-16	2	2	-6	-18	0	0.1	-2
43	CC1(C)Oc2cc(N)c([N+](=O)[O-])cc2O1	-1.6	-1	5	11	-2	5	6	-0.2	-3
44	COc1ccc(CCNC(=O)CSc2ccc(-c3ccncc3)nn2)cc1	-1.0	-8	4	1	-5	1	2	-0.1	-4
45	Cc1ccc(S(=O)(=O)N2CCOCC2)cc1C(=O)NC1CCSc2ccccc21 (stereo unspecified)	2.4	-20	-1	-13	4	12	-11	2.6	0
46	Cc1ccc(C(=O)N2CCN(S(C)(=O)=O)C2)cc1	0.3	-1	8	-1	-13	24	-15	0.5	-2
47	CN(C)CCNC(=O)CNC(=S)N(Cc1ccccc1)Cc1cccnc1	0.3	12	0	3	-7	17	-5	0.2	-10
48	Cc1ccc(S(=O)(=O)N2CCCCC2)cc1NC(=O)COC(=O)c1ccccc1F	2.6	-21	2	-11	-13	9	-16	1.8	-4
49	COc1ccc(N=C(C)C2C(=O)c3ccccc3C2=O)cc1	.	.	.	.	.	4	7	4.4	-9
50	CC1=Nc2cc(C(=O)NCCCN3CCN(C)CC3)ccc2Sc2ccc(C)cc21	0.3	-14	2	-24	-4	12	-8	0.6	-5
51	C=CCn1c(SCC(=O)NCC2CCCO2)nc2sc(CC)cc2c1=O (stereo unspecified)	2.6	2	2	-18	-1	9	-20	6.7	-5
52	C/C(=N\Nc1nc2ccccc2s1)c1cccs1	-0.9	0	10	-19	-3	27	-11	2.2	-12
53	CNC(=S)N(CCc1c(C)[nH]c2ccc(C)cc12)Cc1ccco1	-0.2	21	2	-6	-8	8	-11	-0.1	-4
54	C=CCn1c(C)cc(C(=O)COc2ncnc3sccc23)c1C	0.1	16	0	-10	-7	-9	6	0.1	-1
55	Cc1ccc(S(=O)(=O)N(C)C[C@H]2Oc3ccc(NC(=O)C4CCCCC4)cc3C(=O)N([C@H](C)CO)C[C@H]2C)cc1	-0.6	14	-1	-21	-3	-1	-5	-0.2	-12
56	Clc1cccc(OCc2nc(-c3ccncc3)no2)c1	3.6	-5	3	-7	-11	-7	5	0.3	-6
57	O=C(OCc1nnc(-c2ccccc2)o1)c1cc2ccccc2cc1O	0.7	13	2	-16	-8	0	-7	2.0	-4
58	Cc1nn(CC(=O)Nc2cccc(Cl)c2)c(=O)c2cc(-c3ccccc3)nn12	0.7	-22	-1	-2	-6	-2	-13	0.4	1
59	CN(Cc1cn(C)nc1-c1ccccc1F)C1CCOC1 (stereo unspecified)	-0.7	-1	-1	-3	-9	8	1	0.8	-6
60	CCN(CC)c1ccc(/C=N/NC(=O)c2nnn(-c3nonc3N)c2CN(C)C2CCCCC2)cc1	.	-36	1	.	.	18	-3	0.7	-4

Continued.
nr	SMILES	V1aR counter	TAAR1 antagonist	TAAR1 agonist	CHO parental Ca	OXTR potentiator	M1 PAM parental	CHO-K1 Ca antag	M1 ag parental	CHRM1 agonist
61	Cc1ccc(S(=O)(=O)CC(=O)N2CCCCCC2)cc1	-1.0	-18	18	-6	-21	13	-14	0.3	-4
62	Cc1c(C(=O)Nc2nccs2)oc2ccc(F)cc12	0.3	0	5	-10	-3	11	-9	0.3	1
63	COc1ccc(/C=C/C(=O)OCC(=O)N(C)c2c(N)n(Cc3ccccc3)c(=O)[nH]c2=O)cc1OC	.	4	2	.	.	-21	16	0.5	0
64	COc1ccc(C(=O)C2CN(c3ccccc3)CC2c2ccc(Cl)cc2)cc1 (stereo unspecified)	0.3	-20	0	-12	-3	23	-15	0.4	-2

Entries of single compounds from above. Screens in order: V1aR counter, TAAR1 antagonist, TAAR1 agonist, CHO parental Ca, OXTR potentiator, M1 PAM parental, CHO-K1 Ca antag, M1 ag parental, CHRM1 agonist
Profile of COc1ccc(C(=O)C2CN(c3ccccc3)CC2c2ccc(Cl)cc2)cc1 (stereo unspecified) : 0.3, -20, 0, -12, -3, 23, -15, 0.4, -2
Profile of Cc1ccc(S(=O)(=O)CC(=O)N2CCCCCC2)cc1 : -1.0, -18, 18, -6, -21, 13, -14, 0.3, -4

Screening data as filed in PubChem.
